D2 antagonist: antagonizes the human D2 dopamine receptor | HEK293 TREx D2 cells, calcium flux, dopamine EC80 | inhibition, % at 10 µM | hit rate 2% among 340,000 | AID 485344; in the data active = inhibition above about 30%; note: 0% is about no effect
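In this primary screen, negative modulation is detected by tracking calcium flux after an EC80 dopamine challenge in inducible HEK293 T-REx D2 cells preexposed to test compound for 180 s.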
TRHR enhancer: TRH receptor (human) allosteric enhancement; P34981; TRHR cells, fluo-8 calcium fluorescence, EC20 TRH enhancement; enhancement, % at 2 µM; hit rate 0.66% among 360,000; AID 493056; in the data active = enhancement above about 30%; note: 0% is about no effect
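Enhancer read-out: after compound pinning and an initial kinetic agonist-mode read, an EC20 of TRH (10 nM final) was injected and fluo-8 calcium signal (Ex 480/Em 530) followed at 1 s/cycle for 100 cycles in TRHR-expressing cells.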
PI4K2A inh: blocks human PI4K2A kinase activity; Q9BTU6; purified PI4K2A, ADP-Glo luminescence, 1 h; active compounds read low; activity change, negative = inhibition, % at 76.9 µM; hit rate 0.13% among 420,000; AID 1346378; in the data active = activity change below about -50%; inconclusive = mostly about -30% to -49%;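 note: -100% = wells without enzyme as full effect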
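Compounds are screened against recombinant PI4K2A using PI as substrate and ATP, the latter dispensed at 300 microM. Reactions run one hour at ambient temperature before ADP-Glo detection; full inhibition defined by wells lacking enzyme.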
IDH1 R132H inh: blocks human mutant IDH1 R132H enzyme | O75874 | IDH1-R132H enzyme, NADPH consumption, diaphorase/resazurin fluorescence | Potency, µM (series often up to 76.6 µM), inactives show at the highest dose activity change, negative = inhibition, hits mostly inhibitors | hit rate 0.093% among 390,000 | AID 602179; note: potency is the fitted concentration of half-maximal effect; % is set by controls: 0 for no effect and ±100 for the full control effect; nearly all actives have a fitted effect of over 65% in size
Target sequence (O75874 whole entry R132H, stated change not applied): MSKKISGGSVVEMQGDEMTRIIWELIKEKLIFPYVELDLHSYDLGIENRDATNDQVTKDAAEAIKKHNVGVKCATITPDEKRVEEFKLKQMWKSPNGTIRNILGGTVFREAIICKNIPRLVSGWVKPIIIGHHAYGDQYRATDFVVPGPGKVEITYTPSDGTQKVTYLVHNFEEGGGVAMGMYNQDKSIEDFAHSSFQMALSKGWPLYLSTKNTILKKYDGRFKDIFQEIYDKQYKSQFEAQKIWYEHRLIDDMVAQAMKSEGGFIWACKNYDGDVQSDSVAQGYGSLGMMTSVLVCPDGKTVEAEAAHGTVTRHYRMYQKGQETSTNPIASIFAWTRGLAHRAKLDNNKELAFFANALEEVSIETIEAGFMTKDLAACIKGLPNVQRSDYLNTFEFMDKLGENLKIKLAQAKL
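IDH1-R132H (0.5 ug/mL dispensed) in pH 7.5 Tris buffer was preincubated 30 min with compound, then given a substrate mix of 0.016 mM NADPH and 2 mM alpha-KG for 80 min at room temperature; remaining NADPH was read by diaphorase/resazurin fluorescence.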
D2 agonist: D2 dopamine receptor (human) agonism; activation, % at 2 µM; HEK293 T-REx D2 cells, calcium flux agonist mode; hit rate 0.53% among 340,000; P14416;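 active = activation over 3 SD above normal in the single-dose calcium agonist read, cut at about 30% in these data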; note: 0% is about no effect
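Agonism is scored from calcium flux in a force-coupled, inducible HEK293 cell line expressing D2, read kinetically for 180 s after compound addition against dopamine controls.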
USP1 inh: blocks the human USP1/UAF1 deubiquitinase complex | O94782 | recombinant USP1/UAF1, Ub-Rhodamine cleavage fluorescence | Potency, µM (series often up to 57.1 µM), without a hit: at the top dose activity change, negative = inhibition, actives largely listed as inhibitors | hit rate 0.23% among 390,000 | AID 743255; note: potency is the fitted concentration of half-maximal effect; % is set by controls: 0 for no effect and ±100 for the full control effect; nearly all actives have a fitted effect of over 60% in size; inactives centre near -12
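In this screen, compounds sit with the deubiquitinase complex (1nM) for 15 min at room temperature before Ub-Rho is added at 150nM final. Fluorescence rise is then followed for 6 reads every 60 seconds.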
rTrxR1 inhibitor: rat TrxR1 inhibition; O89049; recombinant rTrxR1, NADPH fluorescence consumption, selenite substrate; Potency, µM (series often up to 114 µM), without a hit: at the highest dose activity change, negative = inhibition, actives largely listed as inhibitors; hit rate 1% among 390,000; note: potency is the fitted concentration of half-maximal effect; % is set by controls: 0 for no effect and ±100 for the full control effect; nearly all actives have a fitted effect of over 65% in size
Target sequence (O89049 whole entry, looked up): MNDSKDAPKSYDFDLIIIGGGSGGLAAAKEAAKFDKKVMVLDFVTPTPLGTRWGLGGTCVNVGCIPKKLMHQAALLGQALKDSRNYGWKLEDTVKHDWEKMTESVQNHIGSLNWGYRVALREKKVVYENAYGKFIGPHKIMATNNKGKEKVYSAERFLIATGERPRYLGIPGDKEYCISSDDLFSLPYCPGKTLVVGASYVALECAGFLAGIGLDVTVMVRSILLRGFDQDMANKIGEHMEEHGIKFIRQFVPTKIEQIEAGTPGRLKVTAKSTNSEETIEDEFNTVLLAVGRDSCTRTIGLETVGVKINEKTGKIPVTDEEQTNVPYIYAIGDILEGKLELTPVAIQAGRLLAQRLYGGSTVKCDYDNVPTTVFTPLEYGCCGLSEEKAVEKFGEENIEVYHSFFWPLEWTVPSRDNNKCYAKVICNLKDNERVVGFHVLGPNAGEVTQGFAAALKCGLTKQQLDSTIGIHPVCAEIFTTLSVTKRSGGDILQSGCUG
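Rat TrxR1 (90 nM in the dispensed reagent) was pre-reduced with 400 uM NADPH for 5 min at room temperature, then incubated with compound for 15 min. After 400 uM selenite was added, NADPH fluorescence (Ex 340/Em 450 nm) was followed for 8 min.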
TrxR1 substrate: rat thioredoxin reductase 1 substrate activity; O89049; purified TrxR1 substrate turnover, NADPH consumption readout; Potency, µM (highest dose often 114 µM), without a hit: at the highest dose activity change, negative = substrate turnover; hit rate 0.01% among 390,000; note: potency is the fitted concentration of half-maximal effect; % is set by controls: 0 for no effect and ±100 for the full control effect; nearly all actives have a fitted effect of over 50% in size
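Rat TrxR1, dispensed at 90 nM, was prereduced with 400 uM NADPH (final) for 5 min at ~22 deg C, then incubated with compound 15 min before 400 uM selenite. A first-read NADPH fluorescence drop versus no-compound background flagged substrates.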
TRHR agonist: agonists of human TRH receptor; TRHR cells, calcium flux fluo-8, FDSS agonist mode; activation, % at 2 µM; hit rate 0.18% among 360,000; AID 493084; in the data active = activation above about 30%; note: 0% is about no effect
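Agonist-mode FDSS calcium read (Ex 480/Em 530, 1 s cycles) in 1536-well TRHR cells with fluo-8 dye, after 10-cycle baseline and 23 nL compound addition; TRH at EC20 (10 nM final) added afterwards for the enhancer phase.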
* hit, by the source's call; u = inconclusive; x = no result given; & = joins results of further samples; [ ] = dose if it differs, or a comment. Unless noted, calls come from the whole dose curve; as a rule, active = well fitted inhibition curve with a large enough effect; inconclusive = small, poorly fitted or top-dose-only effect; inactive = no such curve, though single readings can be large or run the other way.

SMILES | D2 antagonist | TRHR enhancer | PI4K2A inh | IDH1 R132H inh | D2 agonist | USP1 inh | rTrxR1 inhibitor | TrxR1 substrate | TRHR agonist
CC(=O)c1ccc(Cc2cnc(N)s2)cc1 | 27 | -1 | -4 | 2% | 0.9 | -9% | -12% | 7%[57.1 µM] | -1.5
CCCNC(=O)c1c(CSc2ccc(Cl)cc2)noc1C(=O)NCc1ccccc1 | x | x | -6 | 4% | x | 15% | 22% | -1% | x
O=C(/C(=C/c1cccc(Cl)c1)c1nc2ccccc2[nH]1)c1ccccc1 | -9 | -1 | -8 | 7% | -0.8 | -22% | -33% | -11% | -0.5
CCC(C)(C)NC(=O)C(c1ccc(C)cc1)N(CC1CCCO1)C(=O)CCC(=O)Nc1ccccn1 (stereo unspecified) | -6 | -1 | -2 | 11% | -2.3 | u | 20% | -1% | -1.2
Cc1cc(C(=O)N/N=C/c2ccc(Br)o2)n[nH]1 | x | -4 | -1 | -18% | x | -8% | -31% | -7% | 0.0
CC(=O)Nc1ccc(OCc2cccc3ccccc23)cc1 | 17 | 12 | -4 | 3% | 1.2 | -22% | -8% | -5% | 1.0
O=C(NC1CC1)c1sc2cc([N+](=O)[O-])ccc2c1Cl | -3 | -3 | -3 | 7% | -0.5 | -18% | u | -9% | 0.6
COC(=O)CCCC(=O)N1CCC(n2nccc2NC(=O)CCOc2ccccc2)CC1 | 4 | -2 | -5 | 4% | 0.5 | -18% | 16% | 7% | 1.2
CCCOc1ccc(-c2nc(C#N)c(N3CCN(CC)CC3)o2)cc1 | -4 | 8 | 2 | 4% | -0.1 | -4% | -9% | 77%[activator] | 0.2
COc1ccccc1S(=O)(=O)Cc1ccc(C(=O)N2CCN(c3cc(Cl)ccc3C)CC2)o1 | x | 18 | 1 | -26% | 0.2 | -16% | 18% | 5% | -0.2
O=C(CNS(=O)(=O)c1cccc(Br)c1)NCCCc1ccccc1 | 4 | -10 | -2 | 6% | 0.3 | -15% | 12% | -8% | -0.2
O=[N+]([O-])c1cccc(/C=C/C=N/Nc2nc(N3CCCCC3)nc(N3CCCCC3)n2)c1 | x | -2 | 1 | -2% | x | -15% | 10%[57.1 µM] | -3%[57.1 µM] | 0.0
CN(CCO)c1ncnc2c1sc1nc(N3CCOCC3)c3c(c12)CCC3 | -6 | 1 | 4 | 10% | 0.8 | -19% | 0% | 11% | 0.1
CC1(C)CC(=O)C(C=NCCN2CCN(CC(=O)Nc3ccccc3)CC2)=C(O)C1 | 8 | 4 | -1 | -4% | 5.7 | -7% | -5% | -2% | 0.1
CC1CCc2c(sc3nc(CSc4n[nH]c(N)n4)[nH]c(=O)c23)C1 (stereo unspecified) | 5 | 4 | -4 | 6% | -0.6 | -21% | 11% | -4% | 0.0
Cc1ccc(-n2ncc(C(=O)NCCN3CCc4ccccc4C3)c2C2CCNCC2)cc1C | x | 0 | -4 | -5% | x | -21% | 5% | 3% | -2.2
COc1ccc(CCN2CC(C(=O)OC(C)C(=O)Nc3cccc(Cl)c3)CC2=O)cc1OC (stereo unspecified) | -48 | -7 | -1 | -10% | -0.1 | -25% | 17% | 18% | -0.4
COC(=O)c1ccccc1NC(=O)CSc1nnc(COc2cccc(OC)c2)n1C | x | 19 | -3 | 9% | x | -21% | -2% | -5% | -0.8
Cc1cc(C)cc(NC(=O)Nc2c[nH]c(=O)[nH]c2=O)c1 | x | -6 | 0 | 2% | 0.2 | -24% | 21% | 6% | 0.7
COC(=O)c1ccc(Cl)cc1NC(=O)N(C)CCc1c(C)nn(C)c1C | x | -6 | 0 | 5% | -0.1 | 1% | 4%[57.1 µM] | -4%[57.1 µM] | 1.2
Cc1cc2c(cc1C)CSC(c1ccccc1OC(=O)C(C)(C)C)SC2 | 18 | -2 | -3 | -2% | 1.2 | -6% | 0%[57.1 µM] | -9% | 0.5
O=S(=O)(NCc1ccc(F)cc1)c1ccc(-c2cnc(C3CC3)o2)cc1 | -12 | 0&2 | -11&-2 | 0%&11% | -1.0&0.0 | -21%&-13% | 24% | 24% | 0.4&-0.7
COCCCN=Cc1c(C)[nH]n(-c2ccc(Br)cc2Br)c1=O | -2 | -1 | 7 | -2% | -1.0 | -13% | -4%[57.1 µM] | -3%[57.1 µM] | -0.6
CCc1cccc(NC(=O)CSc2ncc3c(n2)-c2ccccc2N(Cc2ccccc2C)S3(=O)=O)c1 | x | 1 | -6 | 12% | -1.3 | -30% | 29%[57.1 µM] | 5%[57.1 µM] | -0.5
Cc1ccccc1Nc1c(C)c(C)nc2ncnn12 | 12 | -4 | 1 | 0% | 0.3 | -5% | 18%[57.1 µM] | -13% | 0.0
O=c1c2ccccc2oc2cc(NCCCN3CCOCC3)ccc12 | x | -1 | 0 | 3% | x | -26% | 14% | 394%[activator] | 0.3
O=c1[nH]nc(Cc2ccc([N+](=O)[O-])cc2)c2ccccc12 | 0 | 8 | 7 | 17% | -0.5 | -18% | -8%[57.1 µM] | 6%[57.1 µM] | -0.1
CC(C#N)(Cc1ccccc1)Nc1ccccc1 (stereo unspecified) | x | x | 4 | -14% | x | -9% | 14% | -6% | x
Cc1ccc(C)c(NC(=O)COC(=O)CNC(=O)C2CCCCC2)c1 | 10 | -1 | -10 | 0% | 0.5 | -23% | -12% | -2% | 0.1
CCn1c(SCC(=O)N=Nc2c(O)[nH]c3ccccc23)nnc1-c1ccc(C(C)(C)C)cc1 | 0 | -4 | x | x | 0.5 | x | x | x | 0.2
c1ccc(-c2nc3nc4ccccc4nc3n2Cc2ccco2)cc1 | -8 | 7 | -1 | 10% | -2.4 | -15% | 32µM* | 9%[57.1 µM] | -0.4
COc1ccc(OC)c(NC(=O)c2cc(-c3ccc(Cl)s3)nc3ccccc23)c1 | x | -3 | 3 | 1% | 1.0 | u | 4% | 7%[2.29 µM] | 0.1
COc1ccc2c(c1)c(=O)c(S(=O)(=O)c1ccccc1)cn2CC(=O)Nc1ccc(C)c(Cl)c1 | x | -5 | 0 | -3% | 0.9 | -22% | 16% | 7% | 0.1
Cc1ncc([N+](=O)[O-])n1Cc1ccc(F)cc1 | -6 | 4 | 7 | 7% | 13 | -11% | 18%[57.1 µM] | -15%[57.1 µM] | 0.7
COc1ccccc1NC(=O)CSc1nc2nc(C)cc(C)c2c(=O)[nH]1 | 3 | 2 | -1 | 3% | 0.4 | 6% | u | 0% | 0.3
O=C(NCc1cccnc1)C(=O)c1c[nH]c2ccccc12 | -9 | -2 | -3 | -7% | -2.3 | -16% | 2% | -8% | -0.8
CC(=O)C(Sc1ccc2nnc(-c3ccc(C)cc3)n2n1)C(C)=O | x | -6 | -6 | -4% | x | -36% | -1% | 1% | -0.6
CCN1CCN(Cc2c(C)[nH]c3ccc(C(=O)OC)cc3c2=O)CC1 | 0 | -4 | 2 | 4% | 0.0 | -17% | 9% | 8% | 0.0
COc1ccc(S(=O)(=O)CCC(=O)NC2CCCCC2)cc1 | -4 | -9 | -2 | 0% | 0.2 | -14% | 8%[57.1 µM] | 8%[57.1 µM] | -0.3
Cc1nn(-c2ccc(C(=O)NCC(c3ccco3)N3CCCC3)cc2)c(C)c1Cl (stereo unspecified) | x | -7 | 9 | -13% | x | -19% | 8% | 3% | 1.5

3 records picked at random from the list so far:
SMILES | D2 antagonist | TRHR enhancer | PI4K2A inh | IDH1 R132H inh | D2 agonist | USP1 inh | rTrxR1 inhibitor | TrxR1 substrate | TRHR agonist
Cc1nn(-c2ccc(C(=O)NCC(c3ccco3)N3CCCC3)cc2)c(C)c1Cl (stereo unspecified) | x | -7 | 9 | -13% | x | -19% | 8% | 3% | 1.5
CC1CCc2c(sc3nc(CSc4n[nH]c(N)n4)[nH]c(=O)c23)C1 (stereo unspecified) | 5 | 4 | -4 | 6% | -0.6 | -21% | 11% | -4% | 0.0
COc1ccc(CCN2CC(C(=O)OC(C)C(=O)Nc3cccc(Cl)c3)CC2=O)cc1OC (stereo unspecified) | -48 | -7 | -1 | -10% | -0.1 | -25% | 17% | 18% | -0.4

(cont.)
SMILES | D2 antagonist | TRHR enhancer | PI4K2A inh | IDH1 R132H inh | D2 agonist | USP1 inh | rTrxR1 inhibitor | TrxR1 substrate | TRHR agonist
COC(CNC(=O)C(=O)NCC1OCCN1S(=O)(=O)c1ccccc1)OC (stereo unspecified) | x | x | 1 | 2% | x | -15% | 1% | -4% | x
COc1cccc(C(=O)NCC(c2ccco2)N2CCc3ccccc3C2)c1 (stereo unspecified) | -9 | 20 | -1 | 2% | -0.8 | -21% | 4% | -6% | -0.2
COC(=O)C1=C(N)OC2=C(C(=O)CC(C)(C)C2)C1c1ccccc1OC (stereo unspecified) | -5 | 2 | -3 | -5% | -0.5 | -11% | 10% | 2% | 0.1
C[C@]12C(=O)N(c3cccc(F)c3)C(=O)N1[C@@H]1c3ccccc3OC[C@@H]1[C@H]2c1ccccc1 | 13 | -2 | 0 | 1% | -1.3 | -14% | 15% | -6% | -0.1
O=C(CCN1C(=O)[C@@H]2Cc3ccccc3CN2C1=O)Nc1cccc(F)c1 | x | 1 | 2 | 8% | x | -13% | 17% | -3% | -0.2
COc1ccc(Cc2c[nH]c(=O)[nH]c2=O)cc1 | -2 | 1 | -7 | 0% | 0.5 | -21% | 20% | 10% | 0.1
COc1ccc(/C=N/NC(=O)CN(Cc2ccccc2)S(=O)(=O)c2ccc3c(c2)OCCO3)cc1 | -49 | 1 | -2 | -1% | 3.2 | -15% | 7% | -9% | 1.0
COc1ccc(S(=O)(=O)/C(C#N)=C/Nc2cccc(F)c2)cc1 | -5 | 2 | 1 | 10% | -0.4 | -22% | 4% | 0% | -0.5
CC(C)OP(=O)(Nc1cccc2ccccc12)OC(C)C | 15 | 1 | 0 | 2% | 1.7 | -29% | 22% | 17% | 0.2
CC1Cc2ccccc2N1CC(=O)Nc1ccc2c(c1)OCCCO2 (stereo unspecified) | 11 | -20 | -6 | -6% | -0.1 | -18% | 19% | 2% | -1.3

rTrxR1 inhibitor: entries above that show a hit
SMILES | D2 antagonist | TRHR enhancer | PI4K2A inh | IDH1 R132H inh | USP1 inh | rTrxR1 inhibitor | TrxR1 substrate | TRHR agonist
c1ccc(-c2nc3nc4ccccc4nc3n2Cc2ccco2)cc1 | -8 | 7 | -1 | 10% | -15% | 32µM* | 9%[57.1 µM] | -0.4
